Screening results as filed in PubChem BioAssay.
CHT allo act: human CHT allosteric activation | Q9GZV3 | CHT-expressing cells, membrane potential dye, choline EC20; hits give high values; LV-AA mutant CHT in HEK293 cells | B-score at 10 µM | 0.49% of 310,000 active;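 active means initial fluorescence not abnormally high and integrated response B-score, plate-corrected, over 3 SD above library mean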
Target sequence (Q9GZV3 whole entry, looked up): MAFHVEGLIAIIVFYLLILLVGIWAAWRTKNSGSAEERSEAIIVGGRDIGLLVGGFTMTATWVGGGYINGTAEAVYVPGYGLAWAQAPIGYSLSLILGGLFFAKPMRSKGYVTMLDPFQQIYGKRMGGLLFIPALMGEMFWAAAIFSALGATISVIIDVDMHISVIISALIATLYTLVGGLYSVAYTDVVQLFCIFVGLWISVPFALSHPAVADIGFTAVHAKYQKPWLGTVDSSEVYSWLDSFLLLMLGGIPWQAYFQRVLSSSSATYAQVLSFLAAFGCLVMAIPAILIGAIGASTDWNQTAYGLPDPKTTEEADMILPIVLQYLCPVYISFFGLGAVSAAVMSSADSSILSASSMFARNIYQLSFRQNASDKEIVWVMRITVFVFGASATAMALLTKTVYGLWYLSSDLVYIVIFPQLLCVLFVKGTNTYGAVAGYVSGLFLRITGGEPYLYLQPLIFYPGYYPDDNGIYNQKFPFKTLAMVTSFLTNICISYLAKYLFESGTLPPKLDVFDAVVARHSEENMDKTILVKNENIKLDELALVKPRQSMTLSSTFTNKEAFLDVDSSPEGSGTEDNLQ
OX1R antag: antagonists of human orexin 1 receptor; AID 434989; inhibition, % at 5 µM; O43613; CHO/OX1R cells, Fluo-8 calcium fluorescence, orexin A; 0.43% of 330,000 active;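 active means inhibition above its plate's threshold, mean inhibition of all tested compounds on the plate plus 3 SD, cut at about 37% in these data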;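 further: 0% = orexin A challenge wells and 100% = SB-334867-A antagonist wells; not every result past the cut was called active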
Target sequence (O43613 whole entry, looked up): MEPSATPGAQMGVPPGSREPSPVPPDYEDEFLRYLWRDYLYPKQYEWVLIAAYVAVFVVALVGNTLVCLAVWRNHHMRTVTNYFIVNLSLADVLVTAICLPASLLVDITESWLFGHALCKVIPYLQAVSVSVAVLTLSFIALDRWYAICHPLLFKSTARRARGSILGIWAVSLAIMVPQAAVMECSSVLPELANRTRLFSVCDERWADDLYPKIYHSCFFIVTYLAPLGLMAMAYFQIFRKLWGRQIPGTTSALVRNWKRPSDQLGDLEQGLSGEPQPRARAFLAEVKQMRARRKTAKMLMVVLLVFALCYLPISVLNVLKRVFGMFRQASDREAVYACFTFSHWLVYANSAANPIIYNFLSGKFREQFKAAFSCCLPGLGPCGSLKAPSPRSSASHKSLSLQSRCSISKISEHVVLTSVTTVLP
An asterisk follows results filed as active.

Results for CCOc1ccc(C2CC(c3cccc(OC)c3)Nc3ncnn32)cc1 (stereo not drawn) ?
CHT allo act: inactive; OX1R antag: -10

Results for CCOC(=O)C1(CCCc2ccccc2)CCN(Cc2cnn(C)c2)CC1 ?
CHT allo act: inactive; OX1R antag: -11

Results for Cc1ccc(S(=O)(=O)N(CCCO)CC(O)CON=C2c3ccccc3-c3ccccc32)cc1 (stereo not drawn) ?
CHT allo act: inactive; OX1R antag: 42*

How did CCOC(=O)c1ccc(N=c2sc(C(=O)OC)cc(=O)n2Cc2ccc3c(c2)OCO3)cc1 do in these assays?
CHT allo act: inactive; OX1R antag: -20

Results for O=C(CSc1nc2ccc([N+](=O)[O-])cc2s1)NCC1CCCO1 (stereo not drawn) ?
CHT allo act: inactive; OX1R antag: 8

What do the screens show for `CC(=O)c1ccc(NS(=O)(=O)c2cccc(C)c2)cc1`?
CHT allo act: inactive; OX1R antag: -12

Results for Cc1cc(C)c(S(=O)(=O)c2cccc(Cl)c2)c(Cl)n1 ?
CHT allo act: inactive; OX1R antag: -38

Results for CCOCCCNC(=O)C(c1ccc(C)cc1)N(Cc1ccc2c(c1)OCO2)C(=O)c1cnccn1 (stereo not drawn) ?
CHT allo act: inactive; OX1R antag: -20

What do the screens show for `Cc1c(C(=O)N(CC(C)C)c2c(N)n(Cc3ccccc3)c(=O)[nH]c2=O)sc2nc3n(c(=O)c12)CCC3`?
CHT allo act: inactive; OX1R antag: 2

Results for CC(Sc1ccc(S(=O)(=O)N2CCOCC2)cc1[N+](=O)[O-])C(=O)O (stereo not drawn) ?
CHT allo act: inactive; OX1R antag: -7

How did N#Cc1c(NC(=O)Cn2c(=O)oc3ccccc32)oc(-c2ccccc2)c1-c1ccccc1 do in these assays?
CHT allo act: inactive; OX1R antag: -9

How did CCOc1cc(N2CCOCC2)c(OCC)cc1NC(=O)COc1ncnc2ccc(Br)cc12 do in these assays?
CHT allo act: inactive; OX1R antag: 1

Results for Fc1ccc(Nc2ccnc(Nc3ccc(F)cc3)n2)cc1 ?
CHT allo act: inactive; OX1R antag: -18

Results for CC(C)CNC(=S)NNC(=O)c1ccccc1OC(F)F ?
CHT allo act: inactive; OX1R antag: -12

What do the screens show for `CC(=O)Nc1sc2c(c1C(c1cccc(Cl)c1)N1CCN(CCO)CC1)CCCC2` (stereo not drawn)?
CHT allo act: inactive; OX1R antag: -20

Results for CS(=O)(=O)N(CC(N)=O)c1ccc2c(c1)OCO2 ?
CHT allo act: inactive; OX1R antag: -2

Results for NNc1nc(-c2ccccc2)c2ccccc2n1 ?
CHT allo act: inactive; OX1R antag: -19

How did Cc1noc(C)c1C(=O)N1CCCC(C(=O)c2cccc(OC(C)C)c2)C1 (stereo not drawn) do in these assays?
CHT allo act: inactive; OX1R antag: -16

How did COc1cc2ccccc2cc1C(=O)NC1CCCC1 do in these assays?
OX1R antag: -8

What do the screens show for `Cc1ccc(CNC(=O)C2CCC(=O)N2C(C)C)cc1` (stereo not drawn)?
CHT allo act: inactive; OX1R antag: 2

What do the screens show for `COc1nccnc1NS(=O)(=O)c1ccc(NC(=O)c2cccc(C)c2)cc1`?
CHT allo act: inactive; OX1R antag: -4

How did CCOC(=O)CSc1nnc(C)c(C)n1 do in these assays?
CHT allo act: inactive; OX1R antag: -6

Results for Cc1cccc(-c2cc3nc(-c4ccccc4)cc(N4CCC5(CC4)OCCO5)n3n2)c1 ?
CHT allo act: inactive; OX1R antag: 47*

How did O=C(CS(=O)(=O)c1ccccc1)N1CCc2ccccc21 do in these assays?
CHT allo act: inactive; OX1R antag: -18

What do the screens show for `COc1ccccc1N1CCN(CC(=O)N2N=CCC2c2ccccc2)CC1` (stereo not drawn)?
CHT allo act: inactive; OX1R antag: -9

Results for Cc1ccc(C(=O)CC2(O)C(=O)N(C)c3ccccc32)s1 (stereo not drawn) ?
CHT allo act: inactive; OX1R antag: -9

How did CCC(C)SCc1nc2ccccc2[nH]1 (stereo not drawn) do in these assays?
CHT allo act: inactive; OX1R antag: 5

What do the screens show for `Cc1ccc(-n2nc3c4c(cccc4c2=O)-c2ccccc2-3)cc1`?
CHT allo act: inactive; OX1R antag: -14

How did O=C(NCc1ccccc1)C1=C[C@H](c2csc3ccccc23)C[C@H](OCc2ccc(CO)cc2)O1 do in these assays?
CHT allo act: inactive; OX1R antag: -8

How did CCOC(=O)CSc1nnc(NC(=O)c2ccc3c(c2)OCO3)s1 do in these assays?
CHT allo act: inactive; OX1R antag: 0

Entries listed so far that contain four or more nitrogen atoms, in the order listed:
Results for CCOc1ccc(C2CC(c3cccc(OC)c3)Nc3ncnn32)cc1 (stereo not drawn) ?
CHT allo act: inactive; OX1R antag: -10

Results for CCOCCCNC(=O)C(c1ccc(C)cc1)N(Cc1ccc2c(c1)OCO2)C(=O)c1cnccn1 (stereo not drawn) ?
CHT allo act: inactive; OX1R antag: -20

What do the screens show for `Cc1c(C(=O)N(CC(C)C)c2c(N)n(Cc3ccccc3)c(=O)[nH]c2=O)sc2nc3n(c(=O)c12)CCC3`?
CHT allo act: inactive; OX1R antag: 2

How did CCOc1cc(N2CCOCC2)c(OCC)cc1NC(=O)COc1ncnc2ccc(Br)cc12 do in these assays?
CHT allo act: inactive; OX1R antag: 1

Results for Fc1ccc(Nc2ccnc(Nc3ccc(F)cc3)n2)cc1 ?
CHT allo act: inactive; OX1R antag: -18

Results for NNc1nc(-c2ccccc2)c2ccccc2n1 ?
CHT allo act: inactive; OX1R antag: -19

What do the screens show for `COc1nccnc1NS(=O)(=O)c1ccc(NC(=O)c2cccc(C)c2)cc1`?
CHT allo act: inactive; OX1R antag: -4

Results for Cc1cccc(-c2cc3nc(-c4ccccc4)cc(N4CCC5(CC4)OCCO5)n3n2)c1 ?
CHT allo act: inactive; OX1R antag: 47*

What do the screens show for `COc1ccccc1N1CCN(CC(=O)N2N=CCC2c2ccccc2)CC1` (stereo not drawn)?
CHT allo act: inactive; OX1R antag: -9

Continuation:
What do the screens show for `N#C/C(=C\c1cn[nH]c1-c1ccccc1Br)C(=O)O`?
CHT allo act: inactive; OX1R antag: -4

How did CCCc1cc(=O)oc2cc(OC(C)C(=O)NC3CC(C)(C)NC(C)(C)C3)ccc12 (stereo not drawn) do in these assays?
CHT allo act: inactive; OX1R antag: -8

What do the screens show for `CCO[C@H]1OC(C(=O)N2CCN(Cc3ccc4c(c3)OCO4)CC2)=C[C@@H](c2ccccc2)[C@@H]1CCCO`?
CHT allo act: inactive; OX1R antag: -16

Results for CCCNC1CCS(=O)(=O)C1 (stereo not drawn) ?
CHT allo act: inactive; OX1R antag: -12

Results for O=C(c1cc([N+](=O)[O-])ccc1N1CCCCC1)N1CCCC1 ?
CHT allo act: inactive; OX1R antag: -7

How did Cc1ccccc1CC(=O)N1CCCC1 do in these assays?
CHT allo act: inactive; OX1R antag: -11

How did Cc1ccccc1NC(=S)NNC(=O)c1cccnc1 do in these assays?
CHT allo act: inactive; OX1R antag: -4

How did CCOC(=O)c1[nH]c(=O)[nH]c1COC(=O)c1cc2ccccc2o1 do in these assays?
CHT allo act: inactive; OX1R antag: -5

Results for O=C(COc1ccccc1Br)NCc1ccco1 ?
CHT allo act: inactive; OX1R antag: -10

Results for O=C1COc2ccc(-c3csc(NCCc4ccccc4)n3)cc2N1 ?
CHT allo act: inactive; OX1R antag: -25

What do the screens show for `CCOc1cc(C2C3=C(CC(C)(C)CC3=O)OC3=C2C(=O)CC(C)(C)C3)cc([N+](=O)[O-])c1O`?
CHT allo act: inactive; OX1R antag: -32

Results for CC1CCCCN1Cc1c(O)ccc2c(=O)c(-c3ccc(Cl)cc3)coc12 (stereo not drawn) ?
CHT allo act: inactive; OX1R antag: -29

How did N#Cc1ccc(CNc2cnccn2)cc1 do in these assays?
CHT allo act: inactive; OX1R antag: -7

Results for NC(=O)c1ccsc1NC(=O)COC(=O)CNC(=O)c1ccc(F)cc1 ?
OX1R antag: -21

Results for C[C@H](CO)N1C[C@H](C)[C@@H](CN(C)Cc2ccncc2)Oc2c(NC(=O)C3CC3)cccc2C1=O ?
OX1R antag: -3

How did Cc1cc(C)cc(NS(=O)(=O)c2ccc(NC(=S)Nc3ccccc3)cc2)c1 do in these assays?
CHT allo act: inactive; OX1R antag: 11

How did O=C(Nc1cccc(-c2cn3ccsc3n2)c1)c1ccccc1 do in these assays?
CHT allo act: inactive; OX1R antag: -16

How did O=C(N/N=C/c1ccc(O)c(O)c1)C1c2ccccc2Oc2ccccc21 do in these assays?
CHT allo act: inactive; OX1R antag: -9

Results for O=C1c2ccccc2-c2c1nc1c([n+]2[O-])CCCC1 ?
CHT allo act: inactive; OX1R antag: 1

Results for Cc1ccc(S(=O)(=O)NCCc2cc3ccc(C)c(C)c3[nH]c2=O)cc1 ?
CHT allo act: inactive; OX1R antag: -10

What do the screens show for `O=C(/C=C/c1ccc(Br)cc1)NCc1cccs1`?
CHT allo act: inactive; OX1R antag: -18

What do the screens show for `O=C(O)C1CC=CCC1C(=O)NCc1cn2ccccc2n1` (stereo not drawn)?
CHT allo act: inactive; OX1R antag: -6

How did COc1ccc(OCCCC(=O)Nc2nncs2)cc1 do in these assays?
CHT allo act: inactive; OX1R antag: -27

What do the screens show for `CC(=O)N1CCCc2cc(S(=O)(=O)CCC(=O)Nc3cccc(C)c3C)ccc21`?
CHT allo act: inactive; OX1R antag: -32

Results for CC#CC[N+](C)(C)CCCCCC ?
CHT allo act: inactive; OX1R antag: -8

What do the screens show for `COc1ccccc1CCCNC(=O)C1CCC(=O)N(CCc2ccc(Cl)cc2)C1` (stereo not drawn)?
CHT allo act: inactive; OX1R antag: -21

Results for COc1ccc(N=C2NC(=O)S/C2=C\c2ccc(N(C)C)cc2)cc1 ?
CHT allo act: inactive; OX1R antag: 36

What do the screens show for `CCS(=O)(=O)N1CCC(NC(C)=O)(c2ccccc2)CC1`?
CHT allo act: inactive; OX1R antag: -7

Results for O=C(CCCc1c[nH]c2ccccc12)N1CCN(S(=O)(=O)c2cccs2)CC1 ?
CHT allo act: inactive; OX1R antag: 0

What do the screens show for `CCn1c(C)nc2cc(C(=O)NNC(=O)CN(C)S(=O)(=O)c3ccc(NC(C)=O)cc3)ccc21`?
OX1R antag: -10

2 entries drawn at random from those above:
How did Cc1cc(C)cc(NS(=O)(=O)c2ccc(NC(=S)Nc3ccccc3)cc2)c1 do in these assays?
CHT allo act: inactive; OX1R antag: 11

Results for Cc1ccc(S(=O)(=O)NCCc2cc3ccc(C)c(C)c3[nH]c2=O)cc1 ?
CHT allo act: inactive; OX1R antag: -10

Next part:
How did CC(=O)Nc1ccc(S(=O)(=O)N2CCc3cc4c(cc3C2C)OCCCO4)cc1 (stereo not drawn) do in these assays?
CHT allo act: inactive; OX1R antag: -3

What do the screens show for `O=C(O)/C=C/C(=O)NNC(=O)c1ccc(Br)cc1`?
CHT allo act: inactive; OX1R antag: -16

How did Cc1cccc(CSc2nnc(CCNC(=O)OC(C)(C)C)o2)c1 do in these assays?
CHT allo act: inactive; OX1R antag: -17

Results for C=CCn1c(SCC(=O)NCC2CCCO2)nnc1C1CCCCC1 (stereo not drawn) ?
CHT allo act: inactive; OX1R antag: -18

How did Cc1c(NS(=O)(=O)c2ccc3c(c2)OCCO3)cccc1-c1nc2cccnc2s1 do in these assays?
CHT allo act: inactive; OX1R antag: -7

How did Cc1cc(C)c2c(=O)[nH]n(C3CCOC(C)(C)C3)c2n1 (stereo not drawn) do in these assays?
CHT allo act: inactive; OX1R antag: -13

How did O=C(CN1CCN(C2CCCCC2)CC1)NCCC1=CCCCC1 do in these assays?
CHT allo act: inactive; OX1R antag: -8

Results for Cc1ccc(OCc2ccc(C(=O)Nc3cc(C)on3)o2)c([N+](=O)[O-])c1 ?
CHT allo act: inactive; OX1R antag: -12

How did O=C(NCCCn1ccnc1)c1cc2ccccc2oc1=O do in these assays?
CHT allo act: inactive; OX1R antag: -9

What do the screens show for `CNS(=O)(=O)c1ccc2c3c(cccc13)C(=O)N2C`?
CHT allo act: inactive; OX1R antag: -17

How did NS(=O)(=O)c1ccc(NC(=O)COC(=O)C2CC(=O)N(Cc3ccccc3)C2)cc1 (stereo not drawn) do in these assays?
CHT allo act: inactive; OX1R antag: -8

Results for CCc1ccc[n+](-c2[nH]c(=O)sc2/C=N/N=C(\[O-])c2ccncc2)c1 ?
CHT allo act: inactive; OX1R antag: -14

How did CCc1ccc(NC(=O)C2CCCN(S(=O)(=O)c3ccc4[nH]c(=O)ccc4c3)C2)cc1 (stereo not drawn) do in these assays?
CHT allo act: inactive; OX1R antag: -25

How did O=C(COC(=O)C1CCCO1)Nc1nc(-c2ccc(F)cc2)cs1 (stereo not drawn) do in these assays?
OX1R antag: -8

What do the screens show for `Cc1nn(C)cc1/C=N\NC(=O)c1ccc2c(c1)c(C)c(C)n2Cc1ccccc1`?
CHT allo act: inactive; OX1R antag: -18

What do the screens show for `CCOC(=O)C(NC(=O)NCc1ccc(F)cc1)(OCC)C(F)(F)F` (stereo not drawn)?
CHT allo act: inactive; OX1R antag: 3

Results for Cc1ccc(C)c(S(=O)(=O)Nc2ccccc2C(=O)Nc2ccccc2N2CCOCC2)c1 ?
CHT allo act: inactive; OX1R antag: -29

What do the screens show for `Cc1ccc(NC(=O)CSCC(=O)NCc2cccc(C(F)(F)F)c2)cc1`?
CHT allo act: inactive; OX1R antag: -38

How did CCOc1ccc(NC(=O)CN(C)C(=O)/C=C/c2ccco2)cc1OCC do in these assays?
OX1R antag: -31

What do the screens show for `CC(=O)c1ccccc1NC(=O)Cn1c(=O)cnc2ccccc21`?
CHT allo act: inactive; OX1R antag: -17

What do the screens show for `Cc1cccc(OCC(=O)Nc2ccc(N3CCN(S(C)(=O)=O)CC3)cc2)c1`?
CHT allo act: inactive; OX1R antag: -3

How did CCOC(=O)c1c(O)c2c(n(Cc3ccco3)c1=O)CCCC2 do in these assays?
CHT allo act: inactive; OX1R antag: -41

What do the screens show for `Cc1ccccc1-c1nnc(SCC(=O)NCC2CCCO2)o1` (stereo not drawn)?
OX1R antag: -15

What do the screens show for `CC(=O)Nc1ccc(SC[C@H](C)CN2CC[C@H](C(C)(C)C)CCC2=O)cc1`?
OX1R antag: -15

What do the screens show for `O=c1ccc(S(=O)(=O)N2CCCC2)cn1Cc1nc(-c2ccccc2)no1`?
OX1R antag: -9
